Screens: PubChem BioAssay, University of Kansas High Throughput Screening Laboratory
mHTT CaM bind: mutant huntingtin-calmodulin interaction inhibitors – biochemical, AlphaScreen, primary screen. P42858. AID 1671202, 2021. hit rate 3.6% among 190,000. inhibition, % at 15 µM. AlphaScreen His-mHTT/GST-CaM binding, luminescence;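 further: 0% = both proteins with DMSO and 100% = one protein alone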
Pf apPOL block: Pf-apPOL inhibitors, biochemical, fluorescence; Recombinant Pf-apPOL, molecular beacon fluorescence, 1.5 h; inhibition, % at 10 µM; hit rate 0.25% among 210,000; AID 1794808, 2022
An asterisk follows results filed as active; . = no result given; & = joins results of further samples. No stated cut-off is given here; in the data, active means inhibition above about 50%; inactive means the rest.

Values run as follows: Pf apPOL block	mHTT CaM bind
O=C1CCCC2=C1C(c1ccc(F)cc1)n1ncnc1N2 (stereo not drawn)
    -4	-5
CC(O)(CNC(=O)C(=O)NCc1ccccc1Cl)c1cccs1 (stereo not drawn)
    -6	-14
CC1CCCCC1NC(=O)C1CCCN(c2nc3ccccc3o2)C1 (stereo not drawn)
    -12	2
CCOc1ccc(CSC2=NCCN2)cc1Cl
    -5	1
CNC(=O)N1CCN(C(=O)CC2CCN(S(=O)(=O)c3c(C)noc3C)CC2)CC1
    -4	-2
O=C(O)C=Cc1cn(Cc2cc(F)cc(F)c2)c2ccccc12
    -20	.
O=C(Nc1ccc(I)cc1)C1CCCO1 (stereo not drawn)
    -4	5
COCc1cc(C)nc2sc(C(=O)Nc3ccccc3)c(N)c12
    0	-7
COc1cccc2cc(C(=O)NC(C)=O)c(=Nc3ccc(C(C)=O)cc3)oc12
    8	3
Cc1nnc2cc(N3CCN(CC4CCCCC4)CC3)cnn12
    15	15
CCSc1nc2c(c(=O)n1-c1ccc(Cl)cc1)SCC2
    -5	3
CNc1cc(NS(=O)(=O)c2ccc(N)cc2)nc(NC)n1
    2	.
Cc1ccc(N2NC(=O)/C(=C\c3cccn3-c3ccc(S(N)(=O)=O)cc3)C2=O)cc1
    0	24
C=C(C)CN(CC)C(=O)C1CCN(Cc2ccccn2)CC1
    -3	5
CN(CCc1ccccc1)C(=O)CCSCc1ccccc1F
    40	-6
O=C(Nc1cc(Cl)ccc1F)C1CCc2nc(N3CCOCC3)ncc2C1 (stereo not drawn)
    -6	0
O=[N+]([O-])c1cccc(N=Cc2nc(-c3ccccc3Br)oc2O)c1
    2	6
Cn1nc(-c2nc(-c3ccc(F)cc3)no2)c2c1CCN(C(=O)c1ccc(F)cc1)C2
    1	8
CCOC(=O)N1CCN(C(=O)c2ccc(S(=O)(=O)N3CCCC3)o2)CC1
    -2	0
O=C1C2C3C=CC(O3)C2C(=O)N1c1ccccc1I (stereo not drawn)
    0	-2
Cc1ccnc(NC(=O)COc2cc(C)c(Cl)c(C)c2)c1
    -3	-1
Cc1cc(NS(=O)(=O)c2cc3n(c2)CCCNC3=O)ccc1Cl
    5	5
CCOc1ccc(NC(=O)C(=O)NCCN2CCN(C(=O)c3ccc([N+](=O)[O-])cc3)CC2)cc1
    -30	0
Cn1c(=O)c2c(nc3n(CCOC45CC6CC(CC(C6)C4)C5)c(-c4ccccc4)cn23)n(C)c1=O
    -2	1
Cc1ccc(C(=O)Nc2ccc(Br)c(C)c2)c(Cl)c1
    -7	-23
COC(=O)NC1CCN(c2ccccc2C(=O)N2CCC(C)CC2)CC1
    -4	12
COc1ccc(N2CCN(C(=O)c3ccc(Cl)cc3Cl)CC2)nn1
    2	3
COc1cc(C(=O)NCCOc2cc(C)cc(C)c2)c(Br)c(OC)c1OC
    -1	7
CS(=O)(=O)c1csc(C(=O)Nc2cc(C(F)(F)F)cc(C(F)(F)F)c2)c1Cl
    -6	.
COc1ccc(-c2cc3n(n2)CCCN(C(=O)c2ccncc2)C3)cc1
    -2	8
Cc1nc2sc(C#N)c(N)c2c(C)c1Cl
    .	-7
CCOC(=O)c1oc2cc(OC)ccc2c(=O)c1-c1ccc(Br)cc1
    -7	0
CC12COC3(C(=O)Nc4cccc(Cl)c4)CC1CCC32C (stereo not drawn)
    -3	-32
Cc1ccc(C(=O)Nc2ccc(S(=O)(=O)Nc3ncccn3)cc2)o1
    0	4
Cc1ccc(S(=O)(=O)N2CCN(CC(=O)Nc3cc(-c4ccccc4)sc3C(N)=O)CC2)cc1
    5	.
Cc1ccc(Nc2cc(N3CCC(C(=O)NCc4cccnc4)CC3)ncn2)cc1
    -4	-4
O=C(c1cccc(F)c1)N1CCCC1c1nc(-c2ccc(F)cc2F)no1 (stereo not drawn)
    -6	-8
Cc1ccc(C(=O)Nc2ccc(Cl)cc2F)o1
    3	0
O=[N+]([O-])c1ccc2nc(C(F)(F)F)[nH]c2c1
    .	-2
Cc1ccc(C(=O)N2CCN(c3ccccn3)CC2)cc1Cl
    1	-4
CCOc1ccc(N=C2C(=O)N(CN3CCCCC3)c3ccccc32)cc1
    12	65*
CC(C)Oc1ccc(C(O)=C2C(=O)C(=O)N(c3nccs3)C2c2ccc([N+](=O)[O-])cc2)cc1 (stereo not drawn)
    -2	47
O=C(C1CC1)N1CCC(OCc2nc(-c3ccccc3)no2)CC1
    -3	-9
CCN1CCCC1CNS(=O)(=O)c1cc(Br)cc2c1N(C(C)=O)CC2 (stereo not drawn)
    -1	5
Cc1cc(OCCCCn2ccnc2)cc(C(C)C)c1
    -12	19
O=C(CCN1C(=O)c2ccccc2C1=O)Nc1nnc(Cc2ccc(Cl)cc2)s1
    -9	3
Cc1ccc(C(=O)Nc2ccc(F)cc2)cc1Br
    -4	-4
CCSc1nnc(NC(=O)c2cc(OC)cc(OC)c2)s1
    -4	0
CN(C)c1nc(Oc2ccc(=O)[nH]n2)nc(N(C)C)n1
    -4&-3	2&1
COc1cccc(NC=C2C(=O)OC3(CCCCC3)OC2=O)c1
    -2&-3	-11&-6
CCOC(=O)C1CCC(CNC(=O)N2CCCC2c2cc(C)no2)CC1 (stereo not drawn)
    2	0
CCCCOc1ccccc1-c1cc(C(=O)O)[nH]n1
    2	-6
Cc1cc2ccccc2c(N=Cc2cc(Br)cc(Br)c2O)c1C#N
    1	.
CCOc1cccc(CN2CCCCCC2)c1O
    -3	5
CN(C)S(=O)(=O)N(C)CC12CC3CC(CC(C3)C1)C2
    .	-12
COc1ccc(S(=O)(=O)N2CCN(C(=O)c3ccccc3[N+](=O)[O-])CC2)cc1
    2	4
O=[N+]([O-])c1cccc(C=Nc2ccccc2N2CCOCC2)c1O
    -1	8
O=C(c1ccco1)N1CCN(C(=O)c2cccs2)CC1
    8	-3
O=c1c2ccccc2ncn1CCSc1ccc(Cl)cc1
    -2	11
COc1ccc(-c2ccnc(SCC(=O)NC3Cc4ccccc4C3)n2)cc1
    1	.

Arranged by count of non-hydrogen atoms (smallest number first): part of the list above
Values run as follows: Pf apPOL block	mHTT CaM bind
CCCCOc1ccccc1-c1cc(C(=O)O)[nH]n1
    2	-6
O=C(c1ccco1)N1CCN(C(=O)c2cccs2)CC1
    8	-3
COc1ccc(S(=O)(=O)N2CCN(C(=O)c3ccccc3[N+](=O)[O-])CC2)cc1
    2	4

Back to the main list, repeating the seven entries before the break.
Values run as follows: Pf apPOL block	mHTT CaM bind
CCOc1cccc(CN2CCCCCC2)c1O
    -3	5
CN(C)S(=O)(=O)N(C)CC12CC3CC(CC(C3)C1)C2
    .	-12
COc1ccc(S(=O)(=O)N2CCN(C(=O)c3ccccc3[N+](=O)[O-])CC2)cc1
    2	4
O=[N+]([O-])c1cccc(C=Nc2ccccc2N2CCOCC2)c1O
    -1	8
O=C(c1ccco1)N1CCN(C(=O)c2cccs2)CC1
    8	-3
O=c1c2ccccc2ncn1CCSc1ccc(Cl)cc1
    -2	11
COc1ccc(-c2ccnc(SCC(=O)NC3Cc4ccccc4C3)n2)cc1
    1	.
COc1cc(C)c(CN2CCC(N3CCCCC3)CC2)cc1C
    3	-2
CC(O)CN(CC(C)O)S(=O)(=O)c1ccc2[nH]cc(C(=O)O)c(=O)c2c1 (stereo not drawn)
    -5	4
Cc1cccc(C)c1NC(=O)C(=O)NCCC1CCCCN1S(=O)(=O)c1ccccc1 (stereo not drawn)
    -6	-9
CC1=CC(c2ccccc2)n2nc(NC(=O)c3ccc(Cl)cc3)nc2N1 (stereo not drawn)
    2	5
CCN1C(=O)CCC2(CNC(=O)c3cccs3)CCCC12 (stereo not drawn)
    -4	3
COc1ccc(C(=O)N2CCc3nc4cc[nH]n4c(=O)c3C2)c(OC)n1
    3	7
Nc1nnc(COc2ccccc2)s1
    1	-8
Cc1ccc(C(C)C)c(OCC(=O)Nc2ccc(Cl)cn2)c1
    -5	-1
O=C(NCc1ccc(F)cc1Cl)c1cc(=O)[nH]c2ccccc12
    -15	-8
NC(=O)c1ccc(N=c2oc3ccc(Br)cc3cc2C(N)=O)cc1
    4	10
COc1ccc(NC(=O)C2CCCN(c3nnc4ccccn34)C2)cc1F (stereo not drawn)
    0	2
CC(C)(C)c1ccc(C(=O)Nc2c3c(nn2-c2ccc([N+](=O)[O-])cc2)CSC3)cc1
    -6	47
COCc1nn(CC2CC2)c2c1CN(C(=O)c1ccc(OC)cc1)CC2
    5	0
COc1ccc(-c2ncc3c(n2)CCN(C(=O)c2ccc(C)cc2C)C3)cc1
    1	36
Cc1nc(N)nc(N(C)C)n1
    0	.
Cc1c(C(=O)N2CCC(c3nnc(C(C)C)o3)CC2)cnn1-c1ccccc1
    0	-1
CSc1ccccc1CN1CCC(CNC(=O)c2ccccc2Cl)CC1
    -8	-17
Cc1nnc(C2CCCN(C(=O)COc3ccccc3)C2)s1 (stereo not drawn)
    -7	-10
CCn1c(=O)c2c(ncn2C(C)c2ccccc2)n(-c2cccc(C)c2)c1=O (stereo not drawn)
    2	3
COc1ccc(C2=N/C(=C\C=C\c3ccccc3)C(=O)O2)cc1[N+](=O)[O-]
    -2	13
COc1ccc(N(CC(=O)N2CCN(c3ccccc3OC)CC2)S(C)(=O)=O)c(OC)c1
    -30	12
COc1ccc(C(=O)CSc2nnc(CCc3c(C)[nH]c(=O)n(C)c3=O)o2)cc1OC
    -1	-2
Cc1cccc(C)c1NC(=O)C1(N(Cc2ccccc2)C(=O)Cn2nnnc2N)CCCCC1
    -4	35
Cc1cccc(CC(=O)N2CCc3c(nc(-c4ccc(F)cc4)[nH]c3=O)C2)c1
    4	28
CCc1nc(SCC(=O)Nc2ccccc2)n[nH]1
    -13	-5
Cc1cc(=O)n(CC(=O)Nc2ccc(C)c(C)c2)c(N2CCCCC2)n1
    1	-6
CCCCCCN1C[C@@H](n2cc(C3CC3)nn2)[C@H](O)C[C@@H]1c1ccccc1
    -3	24
CCOC(=O)N1CCN(CC(O)COc2ccc(Br)cc2)CC1 (stereo not drawn)
    2	-2
CC(C)c1n[nH]c(=O)c2c1cnn2C(C)(C)C
    -13	-5
CN(C1CCCCC1)S(=O)(=O)c1ccc2[nH]cc(C(=O)N3CCOCC3)c(=O)c2c1
    -4	7
COCCCn1c(=N)c(C(=O)NCc2cccnc2)cc2c(=O)n3cccc(C)c3nc21
    0	6
COc1cc(OC)nc(N2C(=O)CC(Cc3ccccc3)C2=O)n1 (stereo not drawn)
    -5	-3
CN1CCC(NC(=O)C2CCN(c3nc4ccc(-c5cncnc5)nc4s3)CC2)CC1
    -2	8
COc1ccccc1CNC(=O)c1ccc2c(c1)NC(=O)C1CCCCN21 (stereo not drawn)
    -6	1
Cc1ccc(-n2c(=O)[nH]c3c(sc4nc(C)cc(C)c43)c2=O)cc1
    2	.
COc1ccc(NC(=O)CCn2nc(C)c(C)c2C)cc1
    -16	-15
Cc1ccsc1-c1ccc(CNC(=O)CC2(CC(=O)O)CCCCC2)cc1
    -9	.
O=S(=O)(O)c1cc(O)c2c(O)cc(S(=O)(=O)O)cc2c1
    .	-2
Cc1cc(O)c(C(C)C)cc1N1C(=O)c2ccc(F)cc2C1=O
    7	7
C=CCn1c(SCC(=O)N2CCC(C)CC2)nc2scc(-c3ccccc3)c2c1=O
    -4	2
CSC(NCc1cccnc1)=C(C#N)S(=O)(=O)c1ccc(Cl)cc1
    0	.
O=C(NCCc1ccccc1)c1cc2n(n1)CCCN(Cc1ccc(F)cc1)C2=O
    18	4
Cc1cccc(-n2nc3c(c2NC(=O)c2cc4ccccc4oc2=O)CS(=O)C3)c1C (stereo not drawn)
    -42	1
COc1ccc(Nc2nc(N3CCN(c4ccc(F)cc4)CC3)nc3n[nH]nc23)cc1
    -1	5
CC1=CCC2C(=O)N(C3CCCCC3)C(=O)C2C1 (stereo not drawn)
    -3	-6
CC(=O)Oc1c(-c2ccccc2)sc2ccccc12
    1	.
CCC(=O)N1CCc2ccccc2C1C(=O)N1CCN(C2CCCCC2)CC1 (stereo not drawn)
    -5	-3
CC1CCCCC1NC(=O)CCN1N=C(c2ccccc2)CCC1=O (stereo not drawn)
    -20	7
Fc1ccc(Nc2ncc3c(n2)CCN(Cc2ccccc2)C3)c(F)c1
    -7	-4
O=[N+]([O-])c1ccc(F)c(N=Cc2ccc([N+](=O)[O-])o2)c1
    .	44
CCOc1ccc(CC(=O)Nc2nc(-c3cccs3)cs2)cc1
    -8	-2
CC(=O)N1CCc2cc(N=Cc3ccccc3Cl)ccc21
    -3	3
COc1ccc2c(c1C)OC(=Cc1ccco1)C2=O
    2	16
Cc1cc(C2CCCN2Cc2ccc(OCc3ccccc3)cc2)no1 (stereo not drawn)
    -7	-6
Brc1c(-c2ccccc2)nc2n1-c1ccccc1C2
    0	32
COc1cc(NS(=O)(=O)c2ccccc2F)ccc1N1CCCCC1=O
    -8	-6
O=C(Nc1nnc(-c2ccsc2)o1)c1ccccc1F
    -5	40
O=C1c2ccc(-c3ccc4c(c3)C(=O)N(c3ccccn3)C4=O)cc2C(=O)N1c1ccccn1
    0	1
CCC(=O)N1c2ccccc2-c2nnc(SC)nc2OC1c1ccc(F)cc1 (stereo not drawn)
    -10	10
CC1=C(C(=O)Nc2ccc(F)cc2F)C(c2ccc(F)cc2)C2=C(CC(C)(C)CC2=O)N1 (stereo not drawn)
    -3	-9
CCN1C(=O)Cc2ccccc2C1C(=O)N1CCC2(CC1)OCCO2 (stereo not drawn)
    0	0
CC(=NO)C12CCC(CC1)C2
    -2	.
COc1ccc(-c2nc(C(=O)NCC(C)C)cs2)c(F)c1
    -5	-3
